Bioassay records deposited in PubChem by several laboratories.
PLAP activator = activators of human placental alkaline phosphatase. activation fold at 20 µM. P05187. 96,000 tested, 1.2% active. AID 696. purified PLAP enzyme, luminescent substrate read-out; stronger effect = higher value; in the data active = activation fold above about 2
Target sequence (P05187 whole entry, looked up): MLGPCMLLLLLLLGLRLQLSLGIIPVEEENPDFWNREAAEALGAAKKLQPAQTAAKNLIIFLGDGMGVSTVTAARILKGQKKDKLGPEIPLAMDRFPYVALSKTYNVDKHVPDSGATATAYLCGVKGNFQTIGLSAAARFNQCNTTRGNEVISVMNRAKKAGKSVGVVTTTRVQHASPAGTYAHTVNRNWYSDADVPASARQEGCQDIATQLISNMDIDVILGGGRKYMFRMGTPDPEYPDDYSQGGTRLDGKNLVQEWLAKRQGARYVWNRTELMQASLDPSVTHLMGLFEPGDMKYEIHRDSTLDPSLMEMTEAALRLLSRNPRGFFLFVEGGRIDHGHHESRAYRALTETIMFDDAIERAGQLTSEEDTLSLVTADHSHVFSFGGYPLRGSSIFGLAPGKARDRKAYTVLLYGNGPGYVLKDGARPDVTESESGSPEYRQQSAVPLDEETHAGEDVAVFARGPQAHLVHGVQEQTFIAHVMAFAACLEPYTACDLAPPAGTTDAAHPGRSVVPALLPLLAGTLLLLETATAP
ERa coact inh = blocks coactivator binding to human estrogen receptor alpha; TR-FRET ER-alpha LBD / SRC-1 peptide, estradiol-bound; inhibition, % at 25.6 µM; 86,000 tested, 1.7% active; AID 629; in the data active = inhibition above about 50%;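 note: 0% = receptor plus peptide control and 100% = peptide only without receptor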
Ecoli WT expand = growth inhibitors of E. coli BW25113 wild type. 98,000 tested, 0.15% active. OD600 absorbance. growth inhibition, % at 100 µM. AID 710;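 active = growth inhibition above about 50% at one test dose, limit read from the data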;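 note: growth measured after 20 h incubation at 37 °C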
CD11b adhes enh = enhancers of human CD11b/CD18 binding to fibrinogen; P05107+P11215; K562 CD11b/CD18 adhesion to fibrinogen, ATPlite luminescence; activation, % at 10 µM; 93,000 tested, 0.07% active; AID 1499;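 active = 10 µM primary screen giving 50% or more activity, confirmed by 40% or more on retest at that dose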; note: strong numbers were not always called active; reference of the scale not given here
MT1-MMP txn act = MT1-MMP promoter transcription activation; HT1080 MT1-MMP promoter luciferase reporter, luminescence, overnight; stronger effect = higher value; AID 750; 86,000 tested, 0.16% active; activation factor at 10 µM;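 active = activation factor of at least 2 for MT1-MMP transcription at 10 µM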
CD11b adhes inh = CD11b/CD18-fibrinogen binding inhibition; inhibition, % at 10 µM; P05107+P11215; K562 CD11b/CD18 adhesion to fibrinogen, ATPlite luminescence; Mn2+ added to activate the integrin; 93,000 tested, 0.54% active; AID 1497;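 active = primary inhibition of 50% or more at 10 µM, then 40% or more on retest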; note: some results filed as inactive read as strong as hits
ERb coact inh = ER-beta (human) coactivator binding inhibition | TR-FRET ER-beta LBD / SRC1-Cy5 peptide binding; receptor agonist-loaded with 1 µM estradiol | inhibition, % at 25.6 µM | Q92731 | 86,000 tested, 1.3% active;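 active = compounds whose percent inhibition of the receptor-coactivator binding signal exceeds about 50% in the single-dose screen, limit read from the data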;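 note: 0% = receptor plus peptide wells without compound and 100% = peptide-only wells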
Target sequence (Q92731 whole entry, looked up, the tested form may be a part): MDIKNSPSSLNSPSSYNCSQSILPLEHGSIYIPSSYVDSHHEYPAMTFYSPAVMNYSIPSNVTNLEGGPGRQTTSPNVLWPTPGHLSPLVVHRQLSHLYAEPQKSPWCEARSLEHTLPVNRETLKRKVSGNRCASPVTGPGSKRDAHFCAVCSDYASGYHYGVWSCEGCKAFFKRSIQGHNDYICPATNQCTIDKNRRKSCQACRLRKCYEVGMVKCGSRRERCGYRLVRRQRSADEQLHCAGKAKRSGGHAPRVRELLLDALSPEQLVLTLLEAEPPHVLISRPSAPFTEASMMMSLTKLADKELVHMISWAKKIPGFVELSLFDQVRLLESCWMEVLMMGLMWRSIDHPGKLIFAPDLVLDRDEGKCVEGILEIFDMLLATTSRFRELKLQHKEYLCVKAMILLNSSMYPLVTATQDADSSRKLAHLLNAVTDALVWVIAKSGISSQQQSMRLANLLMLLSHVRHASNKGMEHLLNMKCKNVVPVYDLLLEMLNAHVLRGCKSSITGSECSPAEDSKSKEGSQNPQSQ
FAK blocker = FAK (human) kinase inhibition. 97,000 tested, 0.84% active. inhibition, %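 (tested at 7 µM)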. Q05397. biochemical FAK kinase activity assay. AID 727; in the data active = inhibition above about 19%;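 note: 0% = DMSO and 100% = reference compound high control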
ERa coact pot = enhances coactivator binding to human estrogen receptor alpha; P03372; coactivator binding (% of control), % at 25.6 µM; TR-FRET ERalpha-LBD/SRC-Cy5 coactivator binding, 2 h; 100 = basal binding, no effect; 86,000 tested, 1.3% active; AID 639; in the data active = activity above about 200%;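 note: binding measured in presence of low estradiol as agonist stimulus; 0% = peptide alone without receptor and 100% = receptor with peptide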
* hit, by the source's call; . = not tested or not shown; [ ] = dose if it differs, or a comment.

Below each compound: PLAP activator, ERa coact inh, Ecoli WT expand, CD11b adhes enh, MT1-MMP txn act, CD11b adhes inh, ERb coact inh, FAK blocker, ERa coact pot
[1] Cc1cc(C)c(C#N)c(SC(F)F)n1
    1, -1, -2, ., 1.1, ., -9, 4, 89
[2] CN(NC(N)=O)c1ncc(C(F)(F)F)cc1Cl
    0.9, ., -3, -2, ., 7, ., -2, .
[3] Cc1ccccc1NS(=O)(=O)c1cc(C(=O)Nc2cccc(N(C)S(C)(=O)=O)c2)ccc1C
    1.2, ., -15, 2, ., -2, ., 2, .
[4] O=C(NCCN1CCOCC1)[C@H](Cc1ccccc1)N1C(=O)c2ccccc2C1=O
    1.1, 3[fluorescence artefact?], -5, 9, 1.2, -6, 5[fluorescence artefact?], 2, 90
[5] Cc1noc(/C=C/N(C)C)c1S(=O)(=O)N1CCCC(C(=O)NCc2ccc(Cl)cc2)C1 (stereo unspecified)
    1.2, 4, -1, -2, 1, -16, -4, 6, 99
[6] Cc1cc(Cl)ccc1NC(=S)NCc1ccc(Cl)cc1
    1.1, ., -2, 4, ., -26, ., 7, .
[7] COc1cc(C(=O)Nc2ccccn2)cc(OC)c1OC
    0.9, -22, 7, 0, 1.1, -10, -21, 1, 107
[8] c1ccc(CCCNc2ncccn2)cc1
    ., -14, ., ., 1.5, ., -11, 0, 109
[9] Cc1[nH]c2ccc(CNS(=O)(=O)c3ccc(S(=O)(=O)N4CCOCC4)cc3)cc2c1C
    1.7, 7, -3, 52, 1.2, -35, 6, 2, 99
[10] CCN(Cc1ccccc1)Cc1cccc([N+](=O)[O-])c1
    0.9, ., 4, 8, ., -7, ., 5, .
[11] CCOC(=O)c1nn(-c2ccccc2C)c2nc(-c3ccc(Cl)cc3)c(C#N)c(=O)n12
    1, ., -13, -2, ., 12, ., 0, .
[12] Cn1c(NC(=O)c2ccco2)c(-c2ccc(Cl)cc2)c(=O)c2ccccc21
    1.1, 9, 0, -4, 1.1, 0, 3, 1, 62
[13] N#Cc1ccc(OCCN2C(=O)NC3(CCSC3)C2=O)cc1 (stereo unspecified)
    0.8, 17, 8, -4, 0.8, -4, 12, -1, 111
[14] O=C(Nn1cnc2ccccc2c1=O)c1ccc(F)cc1Cl
    1.1, -6, 2, ., 1.6, ., -8, -5, 106
[15] Cc1ccc(C)c(-c2csc(N)c2C(=O)OC(C)C)c1
    0.9, 1, 11, 0, 1.1, 7, 1, -1, 53
[16] COc1ccc(CNc2ccc3cn[nH]c3c2)c(OC)c1OC
    2*, -4, -7, -2, ., -11, -2, 6, 92
[17] O=C(COc1ccccc1)NCc1ccccc1
    0.9, -4, 2, 1, 1, -36, -13, -1, 107
[18] O=C1NC(c2ccccc2)C(C(=O)c2cccs2)=C1O (stereo unspecified)
    0.8, -14, -3, 4, 1, -3, 3[fluorescence artefact?], 0, 113
[19] CCN(CC)C(=O)N1CCN(C(=O)c2ccc(C)cn2)CC1
    1.1, -5[fluorescence artefact?], 4, -3, 1.3, -15, -8, 5, 142
[20] c1ccc(-c2noc(-c3cccnc3)n2)nc1
    0.9, -2, 1, 4, 1, -26, -9, 1, 114
[21] CCCCC(=O)NC(c1cccc([N+](=O)[O-])c1)c1c(OC(C)=O)ccc2ccccc12 (stereo unspecified)
    ., 6, ., ., 1.2, ., -3, 2, 80
[22] Cc1cc(NC(=O)CSc2nnc(C3CC3)n2C)no1
    1.2, -1, -6, 1, 1.2, -2, -5, -3, 111
[23] O=C(c1cccc(C(F)(F)F)c1)N1CCN(C2CCCCC2)CC1
    1.5, -11, 6, 2, 1, -3, -4, 2, 114
[24] O=C(O)C1Cc2ccccc2CN1C(=O)c1ccccc1 (stereo unspecified)
    1.2, 5, -7, 1, 1.2, -3, 8, -2, 117
[25] O=C(Nc1ccccc1)N1CCC(c2ccccc2)C1 (stereo unspecified)
    1, 4, 1, -1, 1.5, 3, 1, 1, 123
[26] O=C(CSc1nnc(-c2ccccc2O)o1)Oc1ccc(OCc2ccccc2)cc1
    0.8, 25[fluorescence artefact?], -16, 7, 1.5, -4, 32[fluorescence artefact?], -13, 192[fluorescence artefact?]
[27] Cc1ccc(Nc2nnc(SCC(=O)Nc3ccc(S(=O)(=O)N4CCOCC4)cc3)s2)cc1
    1.3, -7, -7, -2, 1.5, 52*, -3, 0, 80
[28] COCCNC(=S)NNC(=O)c1ccco1
    2.1*, -8, -2, -1, ., -20, -4, -1, 101
[29] O=C(NCc1ccco1)C1CCN(S(=O)(=O)N2CCOCC2)CC1
    1, -41[fluorescence artefact?], 0, 1, 1, 15, 3, 5, 98
[30] Cc1cc(NC(=O)CSc2cn(CCNC(=O)c3ccc(Cl)cc3)c3ccccc23)no1
    0.9, 70*, -2, -2, 1.3, 4, 44, ., 58[fluorescence artefact?]
[31] O=C(Nc1cccc2ccccc12)c1nn(C23CC4CC(CC(C4)C2)C3)cc1[N+](=O)[O-]
    1, ., -7, -5, ., 5, ., 3, .
[32] CCc1ccc(OCc2nnc(SCC(=O)NCc3ccco3)o2)cc1
    0.9, -6, -6, 2, 1.2, -49, -1, -8, 106
[33] CCOC(=O)CSc1nnc(-c2ccccc2NC(=O)c2ccccc2)o1
    1, -3, -5, -8, 1.2, 5, 2[fluorescence artefact?], 1, 125
[34] CCn1c(C(C)NC(=O)Cc2ccccc2)nc2ccccc21 (stereo unspecified)
    1.1, 11[fluorescence artefact?], 8, -4, 1.1, 1, 2[fluorescence artefact?], 2, 126[fluorescence artefact?]
[35] CC(CNC(=O)C1CCCCC1C(=O)O)c1ccccc1 (stereo unspecified)
    1.1, 1, -7, -2, 1.1, 3, 10, 0, 94
[36] CCOc1cc(C#N)c(NC(=O)c2cccnc2Cl)cc1OCC
    1.1, -6, 4, -2, 1.1, -11, -4, 3, 102
[37] CN(C(=O)CSc1nnnn1-c1ccccc1)C1CCCCC1
    1.1, -4, 1, -1, 1.3, -9, -3, 1, 131
[38] CCOc1ccc(Nc2oc(-c3ccccc3Cl)nc2C#N)cc1
    0.9, 71*, -1, 1, 1.1, 6, 31[fluorescence artefact?], 2, 23[fluorescence artefact?]
[39] Cc1ccc2cccc(S(=O)(=O)N3CCN(c4cccc(Cl)c4)CC3)c2n1
    1.2, 7, -11, -1, 1.1, 13, -2, 1, 116[fluorescence artefact?]
[40] CCOC(=O)CNC(=O)CSc1ncnc2c1cnn2-c1ccc(C)cc1
    0.9, -2, -1, -1, ., -10, -6, 2, 95

Reformatted with each value named: entries from further up.
36. CCOc1cc(C#N)c(NC(=O)c2cccnc2Cl)cc1OCC
  PLAP activator: 1.1
  ERa coact inh: -6
  Ecoli WT expand: 4
  CD11b adhes enh: -2
  MT1-MMP txn act: 1.1
  CD11b adhes inh: -11
  ERb coact inh: -4
  FAK blocker: 3
  ERa coact pot: 102

37. CN(C(=O)CSc1nnnn1-c1ccccc1)C1CCCCC1
  PLAP activator: 1.1
  ERa coact inh: -4
  Ecoli WT expand: 1
  CD11b adhes enh: -1
  MT1-MMP txn act: 1.3
  CD11b adhes inh: -9
  ERb coact inh: -3
  FAK blocker: 1
  ERa coact pot: 131

38. CCOc1ccc(Nc2oc(-c3ccccc3Cl)nc2C#N)cc1
  PLAP activator: 0.9
  ERa coact inh: 71*
  Ecoli WT expand: -1
  CD11b adhes enh: 1
  MT1-MMP txn act: 1.1
  CD11b adhes inh: 6
  ERb coact inh: 31[fluorescence artefact?]
  FAK blocker: 2
  ERa coact pot: 23[fluorescence artefact?]

39. Cc1ccc2cccc(S(=O)(=O)N3CCN(c4cccc(Cl)c4)CC3)c2n1
  PLAP activator: 1.2
  ERa coact inh: 7
  Ecoli WT expand: -11
  CD11b adhes enh: -1
  MT1-MMP txn act: 1.1
  CD11b adhes inh: 13
  ERb coact inh: -2
  FAK blocker: 1
  ERa coact pot: 116[fluorescence artefact?]

The list continues.
Below each compound: PLAP activator, ERa coact inh, Ecoli WT expand, CD11b adhes enh, MT1-MMP txn act, CD11b adhes inh, ERb coact inh, FAK blocker, ERa coact pot
[41] Cc1ccc(-c2nc(NC(=O)CSc3nnc(C)s3)ns2)cc1
    0.9, -13, -7, 3, 1.1, 1, -5, -6, 144
[42] Cc1nn(Cc2ccc(Cl)cc2)c(=O)n1N(C)c1ncc(C(F)(F)F)cc1Cl
    1.7, 15[fluorescence artefact?], -1, 1, 1.2, 5, 5[fluorescence artefact?], -1, 76[fluorescence artefact?]
[43] C(=N/N1CCN(c2ccccc2)CC1)/c1cccs1
    0.9, ., -9, -4, ., -38, ., -2, .
[44] COc1ccccc1NC(=O)N(Cc1ccco1)Cc1cc2cc(C)cc(C)c2[nH]c1=O
    1.6, -3, -4, -4, 1.2, 3, 4[fluorescence artefact?], 9, 93
[45] C=CCn1c(-c2ccc(S(=O)(=O)N3CCOCC3)cc2)csc1=Nc1ccccc1
    0.9, -7, 4, ., 1.1, ., -25, 1, 215*
[46] O=S(=O)(Nc1ccccn1)c1ccc(Oc2ccccc2)cc1
    1, 6, -6, -2, 1.1, -15, 1[fluorescence artefact?], -2, 112
[47] O=C(Cn1nnc(-c2ccccc2F)n1)NCCc1ccccc1
    0.7, 9, 2, -3, 1, -15, 1, 3, 103
[48] O=C(CN1CCN(c2ncc(C(F)(F)F)cc2Cl)CC1)NC(=O)NCc1ccccc1
    0.9, 0, -2, -3, 1.1, -4, 2, ., 88
[49] O=C(NCCc1csc(-c2cccnc2)n1)c1ccco1
    1, 16, -4, -4, ., -12, 2[fluorescence artefact?], 6, 112
[50] Cc1cc2nc(N)sc2cc1[N+](=O)[O-]
    1, ., 20, -1, ., -8, ., 6, .
[51] O=C(CNS(=O)(=O)c1ccc(Br)cc1)N1CCOCC1
    1, 9[fluorescence artefact?], -4, 1, 1, 3, -10[fluorescence artefact?], -1, 107[fluorescence artefact?]
[52] COc1ccc(C2CC(C(F)(F)F)n3nc(C(=O)NCc4cn(C)nc4C)c(Cl)c3N2)cc1 (stereo unspecified)
    1.6, 5, -8, 2, 1, 14, 4[fluorescence artefact?], -2, 109
[53] Cc1ccnc(NC(=O)c2c(O)c3ccccc3n(C)c2=O)c1
    1.8, 21[fluorescence artefact?], ., 8, 0.9, 15, 18[fluorescence artefact?], ., 345*[fluorescence artefact?]
[54] Cn1nc(-c2ccccc2)c(C#N)c1Sc1cccc(Cl)c1
    0.9, ., -2, -2, ., 9, ., 0, .
[55] CCc1nc2c(oc3ccccc32)c(=O)[nH]1
    1.1, -2, -16, ., 1.1, ., -4, 7, 90
[56] COC(=O)NNC(=S)Nc1cc(OC)ccc1OC
    1.9, 4[fluorescence artefact?], 7, -1, ., -11, 10[fluorescence artefact?], 1, 82[fluorescence artefact?]
[57] COCCCNC(=O)C1CCN(C(=O)Nc2ccc(Cl)cc2)CC1
    1.1, -2[fluorescence artefact?], -9, 6, 1.2, -53, -4[fluorescence artefact?], -6, 123
[58] CC1(C)Cc2c(sc(NC(=O)c3ccco3)c2C#N)C(C)(C)N1
    1, -12, ., 0, 1.1, -16, -8[fluorescence artefact?], ., 132
[59] CN(C)C(=O)Nc1cnc2ccccc2c1
    0.8, 4, -7, 1, 1.2, -3, 7, -8, 95
[60] C=CCNC(=O)NC(=O)COC(=O)c1cccnc1SC
    0.8, -8, 2, -5, 1.2, -7, -4, 0, 96
[61] O=c1c2ccccc2c(-c2ccc(F)cc2)nn1-c1ccc(C(F)(F)F)cc1
    1.2, ., -2, 0, ., 17, ., -10, .
[62] CCOc1ccc(-c2c(C#N)c(N)nc3c2c(=O)n(C)c(=O)n3C)cc1OC
    0.9, -8, -12, -3, 1, -16, -9, 0, 124[fluorescence artefact?]
[63] Cc1cccc(-n2ncc3c(NCc4ccccn4)ncnc32)c1
    0.9, 19, -5, 4, 1.3, -14, 16, 0, 81
